# Screening data (PubChem BioAssay)
# Jurkat NFkB inh = inhibitors of induced NF-kB luciferase reporter, primary screen, TCR NF-kB activation inhibitor project, cell-based, luminescence, uHTS; Jurkat, PMA/ionomycin-induced NF-kB luciferase reporter; inhibition, % at 4 µM; actives 0.53% (n = 330,000); in the data active = inhibition above about 50%
# tim23-1 inh = growth inhibitors of tim23-1 mutant yeast, primary screen, luminescence, uHTS | AID 463212, 2010 | actives 1.3% (n = 330,000) | S. cerevisiae tim23-1 growth, BacTiter-Glo luminescence, 24 h | inhibition, % at 20 µM;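 active = growth inhibition of the mutant yeast at or above 50%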;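 note: temperature-sensitive mutant grown at 25 °C; plate controls were DMSO-treated mutant yeast for no effect and medium wells lacking yeast for full effect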
# 697 NFkB inh = inhibitors of PMA/ionomycin-induced NF-kB reporter, 697 cells, primary screen, B-cell NF-kB inhibitor project, cell-based, luminescence, uHTS | 697 B-cell NF-kB luciferase reporter, 16 h | inhibition, % at 4 µM | actives 0.33% (n = 330,000); in the data active = inhibition above about 35%
# CHOP UPR activ = activators of apoptotic CHOP UPR arm, primary screen, cell-based, CHO-CHOP luciferase reporter, luminescence, uHTS; activation, % at 10 µM; actives 0.34% (n = 330,000); UPR activation; percent of tunicamycin response over DMSO baseline;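 active = at 10 µM dose, activation of 40% or more, normalized to positive control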;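 note: 100% = tunicamycin at 10 µg/mL and 0% = DMSO alone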
#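 Material: CHO-CHOP cells, stable luciferase reporter of PERK-eIF2a-CHOP signalling; quantity: 500 reporter cells seeded per well; buffer or medium: F12 medium containing 10% fetal bovine serum; compound: one dose, 10 µM in 0.5% DMSO; incubation: 6 h compound treatment, 37 °C; measured by: Steady-Glo luciferase luminescence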
# APJ antagonist = antagonists of human apelin receptor APJ, primary screen, CHO-K1 cells, beta-arrestin complementation, luminescence. P35414. inhibition, % at 20 µM. actives 0.32% (n = 330,000);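 active = inhibition above about 40% at 20 µM, limit read from the data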;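 note: cells challenged with 10 nM apelin-13 agonist together with compound; plate controls were apelin-13 plus DMSO wells for no effect and DMSO wells lacking apelin-13 for full effect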
# Mdm2-MdmX inh = inhibitors of human Mdm2-MdmX association, primary screen, cell-based, luminescence, split luciferase, SaOS-2, uHTS; SaOS-2 split-luciferase Mdm2/MdmX complementation; inhibition, % at 8 µM; actives 3% (n = 330,000); AID 485346, 2010;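 active = inhibition of at least 50% at 8 µM in the primary screen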
# Target sequence (O15151 whole entry, looked up): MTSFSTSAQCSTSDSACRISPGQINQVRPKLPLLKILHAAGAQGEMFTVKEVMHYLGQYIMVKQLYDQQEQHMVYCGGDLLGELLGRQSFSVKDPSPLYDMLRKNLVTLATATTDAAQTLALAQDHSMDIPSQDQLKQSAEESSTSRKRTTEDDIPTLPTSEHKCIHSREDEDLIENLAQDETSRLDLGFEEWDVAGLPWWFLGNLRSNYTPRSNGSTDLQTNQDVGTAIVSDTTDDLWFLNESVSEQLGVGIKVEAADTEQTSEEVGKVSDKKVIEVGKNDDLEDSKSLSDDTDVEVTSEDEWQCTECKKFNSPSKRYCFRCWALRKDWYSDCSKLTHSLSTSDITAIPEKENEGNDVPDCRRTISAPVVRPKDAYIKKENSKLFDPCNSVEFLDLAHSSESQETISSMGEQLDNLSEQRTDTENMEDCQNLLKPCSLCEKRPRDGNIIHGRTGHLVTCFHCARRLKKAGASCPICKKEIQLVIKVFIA
# Target sequence (Q00987 whole entry, looked up): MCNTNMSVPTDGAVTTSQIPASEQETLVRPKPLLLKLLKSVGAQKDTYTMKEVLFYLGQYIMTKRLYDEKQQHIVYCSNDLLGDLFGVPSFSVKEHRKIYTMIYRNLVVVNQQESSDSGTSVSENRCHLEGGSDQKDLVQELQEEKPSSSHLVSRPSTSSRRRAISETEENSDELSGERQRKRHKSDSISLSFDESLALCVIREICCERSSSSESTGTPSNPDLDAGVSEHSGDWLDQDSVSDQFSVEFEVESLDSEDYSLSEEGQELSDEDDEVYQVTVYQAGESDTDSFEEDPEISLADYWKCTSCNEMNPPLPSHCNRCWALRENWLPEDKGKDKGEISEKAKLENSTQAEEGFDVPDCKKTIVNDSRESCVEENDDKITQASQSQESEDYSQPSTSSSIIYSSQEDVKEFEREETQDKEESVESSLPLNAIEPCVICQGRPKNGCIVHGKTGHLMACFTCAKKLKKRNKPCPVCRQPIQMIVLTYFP
# APJ agonist = agonists of human apelin receptor APJ, primary screen, CHO-K1 cells, PathHunter beta-arrestin, luminescence. P35414. 0% DMSO wells, 100% apelin. activation, % at 20 µM. actives 0.11% (n = 330,000). AID 2520, 2010;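 active = activation more than six SD over the plate average, tested at 20 µM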;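 note: 0% = DMSO alone and 100% = apelin-13 at 10 nM; some results filed as inactive read as strong as hits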
#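 Test system: CHO-K1 APJ beta-arrestin complementation cell line. Amount: cell density 1000 per well. Controls: DMSO negative, 10 nM Apelin-13 positive. Signal: luminescent beta-gal fragment complementation, chemiluminescent substrate. Read-out basis: agonist-driven arrestin binding to APJ. Timing: compound stimulation 90 min at 25 °C, detection 60 min.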
# UPR XBP1 act = activators of adaptive XBP1 UPR arm, primary screen, cell-based, CHO-XBP1 luciferase reporter, luminescence, uHTS; IRE1-XBP1 UPR activation; percent of tunicamycin response, DMSO as zero; activation, % at 20 µM; AID 463104, 2010; actives 0.33% (n = 330,000);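 active = versus positive control, 20 µM dose yields 30% or more activation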;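 note: 100% = tunicamycin at 10 µg/mL and 0% = DMSO only wells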
#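 Material: CHO cell line with stable XBP1 luciferase reporter; buffer or medium: F12 medium containing 10% fetal bovine serum; compound: single point, 20 µM final compound, 1% DMSO; incubation: 6 h treatment, 37 °C; measured by: glow luminescence from Steady-Glo reagent; evaluation: activation, % of tunicamycin; control set: tunicamycin high, DMSO low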
# * marks the source's active call; other numbers are inactive results; · = not tested or not shown.
SMILES,Jurkat NFkB inh,tim23-1 inh,697 NFkB inh,CHOP UPR activ,APJ antagonist,Mdm2-MdmX inh,APJ agonist,UPR XBP1 act
O=C(c1cccc(F)c1)N1CCN(S(=O)(=O)c2ccc(C(F)(F)F)cc2)CC1,12,8,-2,1.1,-16,-16,-6,3
O=C(CP(=O)(c1ccccc1)c1ccccc1)Nn1cnnc1,9,2,11,0.3,0,7,-4,-3
Cc1ccc(-n2c(SCC(=O)O)nc3sc4c(c3c2=O)CCCC4)cc1,-9,0,11,-1.7,-23,8,-1,0
O=C(COC(=O)c1n[nH]c2ccccc12)NC(=O)NCc1ccco1,-16,6,-8,-2.2,-1,16,1,0
O=S(=O)(NCc1ccccc1)c1ccc2ccccc2c1,8,44,-6,-0.1,17,-2,-4,-3
COc1ccc2c(c1)N(S(=O)(=O)c1ccccc1)CCC2=O,-6,2,-25,-0.4,1,-21,-2,-1
CC[C@]12c3[nH]c4ccc(Cl)cc4c3CCN1C(=O)[C@@H](CC(=O)NCCc1ccccn1)C[C@@H]2C(=O)N1CCN(C(=O)c2ccco2)CC1,·,28,-6,1.1,·,8,·,1
CCC(=O)N1CCN(c2c(Cl)cccc2[N+](=O)[O-])CC1,-2,8,15,-1.8,-18,9,-2,6
COc1cc2c(cc1OC)C(c1ccc(C)cc1)NC(=O)C2 (configuration not stated),-16,2,-21,1.5,-10,5,0,0
Cc1c(C(=O)N2CCCCC2C)sc2ncnc(N3CCc4ccccc4C3)c12 (configuration not stated),1,3,-18,-0.2,13,0,-1,4
CCSc1nnc(NC(=O)CSc2nnc(CNC(=O)c3cc(OC)c(OC)c(OC)c3)o2)s1,-4,16,10,1.2,-11,-9,2,-2
O=C1C=C(Nc2cccc3cccnc23)c2ccccc2C1=O,24,18,-1,12,-15,63*,5,24
O=C(O)CC1(CC(=O)Nc2ccc3c(c2)OCCCO3)CCCCC1,-8,10,8,0.4,2,25,-2,-3
O=C1NC(=S)S/C1=C\c1ccc2ccccc2c1,-18,23,-45,3.3,16,-54,-3,-1
Cc1ccc(SCC(=O)N2CCN(c3ccccn3)CC2)cc1,-5,15,17,9.4,-10,13,-2,-3
O=C(O)C1CCN(S(=O)(=O)c2ccc(Cl)s2)CC1,7,-1,13,-0.9,7,-11,-2,-1
CS(=O)(=O)c1ccc(Cl)c(NC(=O)CSc2nnc(C3CC3)n2C2CC2)c1,-13,-1,8,-1.9,-8,-13,-4,-2
Cc1ccc(C(=O)CNc2cccc(Cl)c2)cc1,-2,10,11,3.2,66*,17,-9,2
COC(=O)c1ccc(CN2[C@H](C(=O)OC)C[C@@]3(O)[C@H](O)[C@H](O)[C@H](O)C[C@@H]23)cc1,12,0,9,0.9,7,-1,-4,2
NC(=O)CCCCC(=O)OCCCc1cccs1,7,0,-6,-0.9,-21,-5,-4,2
O=C(O)c1ccc2c(=O)n3cc(C(=O)c4ccccc4O)cc(Cl)c3nc2c1,-1,17,16,-1.4,-18,16,2,-2
COc1ccc([C@H]2CC(=O)C=C(c3cc(OC)ccc3OC)C2)cc1,44,11,-23,0.1,11,51*,-2,1
Cn1nccc1C(=O)N1CCCC(C(=O)c2cccc3ccccc23)C1 (configuration not stated),-6,3,-21,0.1,10,1,-3,-1
Cc1c(CCC(=O)NCCCN2CCCC2=O)c(=O)oc2cc(O)ccc12,8,0,9,1.9,-53,-20,-3,-2
COc1ccc(C2C(C(C)=O)=C(C)Nc3ncnn32)cc1 (configuration not stated),-4,-12,0,2.8,0,16,-2,-6

# Next part, starting with the last 3 of the part before.
SMILES,Jurkat NFkB inh,tim23-1 inh,697 NFkB inh,CHOP UPR activ,APJ antagonist,Mdm2-MdmX inh,APJ agonist,UPR XBP1 act
Cn1nccc1C(=O)N1CCCC(C(=O)c2cccc3ccccc23)C1 (configuration not stated),-6,3,-21,0.1,10,1,-3,-1
Cc1c(CCC(=O)NCCCN2CCCC2=O)c(=O)oc2cc(O)ccc12,8,0,9,1.9,-53,-20,-3,-2
COc1ccc(C2C(C(C)=O)=C(C)Nc3ncnn32)cc1 (configuration not stated),-4,-12,0,2.8,0,16,-2,-6
COc1ccccc1-c1nc(C#N)c(N2CCN(c3ccccc3)CC2)o1,11,26,37*,0.4,20,9,-2,-1
COC(=O)C1CCCCN1C(=O)c1ccc(OC2CCN(C(C)=O)CC2)c(OC)c1 (configuration not stated),-5,2,2,-1.6,-3,5,0,-5
CC(=O)NC(Cc1ccccc1C)C(=O)NC1CCN(c2nnnn2-c2ccccc2)CC1 (configuration not stated),7,20,19,-0.6,3,-36,1,-2
Cc1cccc(-n2nnc3cnn(C)c3c2=O)c1,-10,-1,4,0.8,2,8,2,-2
CCOC(=O)C1=C(c2ccccc2)N=c2s/c(=C\c3ccco3)c(=O)n2C1c1cccs1 (configuration not stated),7,20,-10,-1.4,13,11,-4,-3
CCCCOC(=O)CCCN1C(=O)/C(=C2\SC(=S)N(CCCC(=O)OCCCC)C2=O)SC1=S,6,10,20,0.4,-7,22,3,-6
Cc1cccc(OCCOC(=O)c2ccc(F)c(S(=O)(=O)N3CCOCC3)c2)c1,11,26,-5,-0.6,13,-1,-5,-1
Cc1cc(Cl)ccc1OCCCC(=O)N1CCN(C(=O)c2ccco2)CC1,-5,24,4,-1.3,3,15,2,-1
CC(C)Oc1ccc(C(=O)OC(C)C(=O)Nc2nc(-c3cccc([N+](=O)[O-])c3)cs2)cc1 (configuration not stated),-12,15,-21,-1.0,10,20,-3,3
CC(CC(=O)Nc1ccc(C(N)=O)cc1)c1ccccc1 (configuration not stated),4,6,-10,2.7,7,-15,-2,2
Oc1ccc(Cl)cc1CNc1ccc(Br)cn1,-58,31,-57,5.9,-9,-145,-1,9
Cc1c(C)c2ccc(OCC(=O)NCCc3c[nH]c4ccccc34)c(C)c2oc1=O,-1,18,-15,-0.9,6,28,-3,2
COc1cccc(CNC(=O)c2ccc(C3SCCS3)cc2)c1,0,35,2,2.4,-2,0,1,2
Cc1cc(C(=O)N/N=C/c2ccc(-c3ccccc3Cl)o2)n[nH]1,-18,9,2,8.2,-3,-4,-2,1
COC(=O)c1ccc2c(=O)[nH]c(CN3c4ccccc4CC3C)nc2c1 (configuration not stated),0,8,10,-2.0,10,29,-5,0
Cc1cc(C)c(S(=O)(=O)N(CC(=O)N2CCOCC2)C2CCCCC2)c(C)c1,2,35,20,-1.8,-18,19,-9,-3
O=C(Cc1n[nH]c(=O)c2ccccc12)OCC(=O)c1ccc(F)c(F)c1,-8,-7,-15,2.2,32,-10,-11,-2
Cc1cc(C)c(NC(=O)c2ccc(S(=O)(=O)N(C)C)cc2)c(C)n1,11,16,10,-0.2,2,6,-5,-1
COc1ccccc1N1CCN(C2CC(=O)N(c3cccc(Cl)c3)C2=O)CC1 (configuration not stated),5,22,3,1.8,4,17,-3,-1
COC(=O)c1ccc(CN2CCC(Oc3cccc(C(=O)N4CCOCC4)c3)CC2)cc1,5,-7,28,-0.8,-2,20,-1,-5
CCOC(=O)c1cn[nH]c1NC(=S)Nc1ccc(OC)cc1,-128,18,-371,-2.3,-3,46,3,-7
COC(=O)c1c(NC(NC(=O)C(C)(C)C)C(Cl)(Cl)Cl)sc2c1CCC2 (configuration not stated),0,26,-6,-3.0,22,34,-2,-3
Clc1ccc2c(NCc3ccccn3)ncnc2c1,-2,10,-45,-0.5,6,-5,2,-4
O=C(COc1ccc([N+](=O)[O-])cc1Cl)NCCc1ccccc1,9,13,12,2.3,16,6,-2,0
Cc1c(C(=O)N2CCN(c3ccccn3)CC2)sc2ncnc(N3CCN(c4ccccc4)CC3)c12,5,14,6,-1.3,-16,17,-7,-1

# Whole records from above. Screens in order: Jurkat NFkB inh, tim23-1 inh, 697 NFkB inh, CHOP UPR activ, APJ antagonist, Mdm2-MdmX inh, APJ agonist, UPR XBP1 act
# Profile of `CCOC(=O)C1=C(c2ccccc2)N=c2s/c(=C\c3ccco3)c(=O)n2C1c1cccs1` (configuration not stated) → 7, 20, -10, -1.4, 13, 11, -4, -3
# Profile of `O=C(O)C1CCN(S(=O)(=O)c2ccc(Cl)s2)CC1` → 7, -1, 13, -0.9, 7, -11, -2, -1

# New compounds follow:
SMILES,Jurkat NFkB inh,tim23-1 inh,697 NFkB inh,CHOP UPR activ,APJ antagonist,Mdm2-MdmX inh,APJ agonist,UPR XBP1 act
Cn1c(CN2CCN(S(C)(=O)=O)CC2)nc2cc([N+](=O)[O-])ccc21,-6,3,16,1.8,17,7,-5,-3
CC(C(=O)O)N1C(=O)CSc2ncccc21 (configuration not stated),9,-5,4,-0.1,9,-2,-2,4
COc1ccc(CNC(=O)CN2C(=O)c3ccc([N+](=O)[O-])cc3C2=O)cc1,-8,8,15,-2.4,-21,17,2,-7
C=CCNC(=S)NCC,-18,3,-3,-1.0,3,-15,-1,2
CC(=O)Nc1ccc(NC(=O)COC(=O)c2ccc(C)s2)cc1,1,0,9,2.3,-7,-17,1,1
O=C(O)CNS(=O)(=O)c1ccc2c(c1)C(=O)c1cc(S(=O)(=O)NCC(=O)O)ccc1-2,15,4,9,0.2,-10,12,1,-3
Cc1cc(C(=O)Nn2cnc3ccccc3c2=O)ccc1[N+](=O)[O-],-8,11,14,0.3,-21,10,-4,-2
COCC(C)NC(=O)c1ccc(-n2nc(C(F)(F)F)cc2-c2cccs2)cc1 (configuration not stated),16,25,23,0.2,10,16,-1,1
COc1ccc(C(=N/O)/C(=N/O)c2ccc(OC)cc2)cc1,-3,19,-9,-1.8,-7,-1,-2,0
Fc1ccccc1NC(=S)N1CCCCC1,7,11,19,-0.6,-6,-5,-2,1
COCCn1c(SCC(=O)Nc2ncc(C)s2)nc2sc3c(c2c1=O)CCC3,2,19,-26,-1.8,0,8,-2,0
CCOC(=O)c1sc(NC(=O)CSc2nnc(Cc3ccccc3)o2)c(C(=O)OCC)c1C,2,-1,-7,-0.2,-2,10,-4,-1
O=C(Nc1ccc(-c2nnco2)cc1)c1ccccc1,-24,2,0,2.3,10,-24,-3,1
COCCNC(=S)N/N=C(\C)c1ccc(OC)cc1,14,9,-10,-2.0,12,6,-5,0
COc1ccc(CC(=O)NNC(=S)Nc2ccccc2)cc1Br,1,11,-14,0.6,6,-18,-3,3
CCOc1ccc(NC(=O)c2cc(OC)nc3ccccc23)cc1,39,0,1,1.3,7,63*,-4,8
COc1ccc(NS(=O)(=O)c2cc(NC(=O)C3CC3)ccc2N2CCCCC2)cc1,10,42,33,-0.4,5,22,-4,-2
COc1cc(/C=C2\SC(=Nc3ccc(F)cc3)N(c3ccc(F)cc3)C2=O)ccc1OCC(=O)O,-12,17,-6,-2.4,7,-3,-3,-3
COCCC1CCCCN1C(=O)c1ccc2nc(Cc3ccccc3F)oc2c1 (configuration not stated),-114,28,-140,4.7,1,-115,10,-4
CCN(CC)c1ccc2c(Nc3ccccc3)c(C=O)c(=O)oc2c1,-1,14,21,2.5,9,22,-3,12
Cc1cc(C)cc(NC(=O)CCCSc2nc3ccccc3[nH]2)c1,1,7,5,0.9,-3,20,-2,-3
Cn1c(=O)c2c(SCC(=O)NCc3ccco3)nc(-c3ccccc3Cl)nc2n(C)c1=O,-1,1,-3,1.1,23,34,-6,-3
Cc1cc(=O)oc2cc(OCC(=O)Nc3cccnc3)ccc12,-19,10,-17,0.2,-7,-16,-2,-4
Cc1ccc(S(=O)(=O)Oc2cccc(/C=N/Nc3ccc(C(=O)O)cc3)c2)cc1,-9,19,-11,0.9,5,-6,-3,2
